# Bioassay records as filed in PubChem BioAssay.
# PPC-1+TRAIL kill – PPC-1 cancer cell killing with TRAIL present; cell killing (% activity), % at 4 µM; 0.41% of 220,000 active; PPC-1 cells + TRAIL, ATPLite viability luminescence;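 active means cell killing above 50% in the first pass at 4 µM, then a duplicate retest at 5 µM averaging 50% or more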;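 further: plate controls were cells with TRAIL plus DMSO for no effect and medium-only wells lacking cells for full effect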
# TNF necrop inh – blocks TNF-alpha induced death of Jurkat FADD-/- cells; Jurkat FADD-/- TNF necroptosis rescue, ATP luminescence, 24 h; 0 = TNF only, 100 = no-TNF cells; activation (protection from cell death), % at 10 µM; 0.068% of 220,000 active; AID 463075;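 active means activation, meaning protection from cell death, of at least 50% relative to plate controls; inactive means activation below 50%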;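 further: necroptosis triggered by 40 ng/mL TNF-alpha added together with compound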
# CHOP inhibitor – inhibitors of CHOP induction in ER stress response. inhibition, % at 10 µM. 3.8% of 220,000 active. CHO-K1 CHOP-promoter luciferase, tunicamycin-induced, 15-18 h;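 active means compounds that reduced the stress-induced luciferase reporter signal by more than about 70% of percent inhibition, limit read from the data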;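 further: 0% = tunicamycin plus vehicle and 100% = wells without tunicamycin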
# RBBP9 inh – human RBBP9 hydrolase inhibition | O75884 | recombinant RBBP9, FP-Rh probe fluorescence polarization | inhibition, % at 7.94 µM | 0.2% of 220,000 active;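 active means inhibition above the campaign mean of all tested compounds plus 3 SD, cut at about 14% in these data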;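 further: plate controls were DMSO wells with RBBP9 for no effect and wells lacking RBBP9 protein for full effect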
# Target sequence (O75884 whole entry, looked up): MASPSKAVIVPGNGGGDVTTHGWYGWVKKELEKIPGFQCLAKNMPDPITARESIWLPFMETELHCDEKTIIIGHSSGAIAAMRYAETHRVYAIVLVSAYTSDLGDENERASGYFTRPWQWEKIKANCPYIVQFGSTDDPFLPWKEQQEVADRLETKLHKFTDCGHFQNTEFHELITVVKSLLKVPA
#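 Test system – recombinant human RBBP9 · Input – RBBP9 2.5 µM in dispensing solution, pre-mixing · Medium – Tris buffer pH 8.0, NaCl, Pluronic · Schedule – preincubation 30 min plus labeling 45 min at 25 °C · Measured by – fluorescence polarization · Measure – % inhibition · Controls – DMSO and no-protein wells · Replicates – one well per compound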
# Ba/F3 V617F tox – loss of viability in JAK2V617F-driven Ba/F3 cells. Ba/F3 EpoR-JAK2V617F viability, ATP luminescence. inhibition, % at 5.6 µM. 1.1% of 220,000 active. AID 1446;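 active means inhibition above the campaign mean plus 3 SD over all tested compounds, cut at about 24% in these data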;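 further: cytokine-independent growth of Ba/F3 cells driven by EpoR plus mutant JAK2; 0% = DMSO-treated cells and 100% = JAK inhibitor I control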
# zfTRPN1 agonist – activates the zebrafish TRPN1 channel; HEK293 zebrafish TRPN1-YFP, Fluo-8 calcium fluorescence; 100% = response to 87 µM carbachol; activation, % at 3 µM; 0.18% of 220,000 active; AID 1424;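 active means activation above its plate's cutoff, the mean activation of test wells on that plate plus 3 SD, cut at about 19% in these data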;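 further: 0% = DMSO alone and 100% = 87 µM carbachol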
#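 Material: zebrafish TRPN1-YFP in HEK293 cells. Doses: one dose of 3 µM, 0.3% DMSO. Incubation: dye 1 h 37 °C plus 30 min RT. Measured by: intracellular calcium fluorescence with Fluo-8.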
# TRPML3 ag – activates the human TRPML3 channel. HEK293 TRPML3-YFP, Fluo-8 calcium fluorescence; 100% = the carbachol control signal. activation, % at 3 µM. 0.29% of 220,000 active. AID 1448;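 active means activation above its plate's cutoff, the mean activation of the plate's test wells plus 3 SD, cut at about 12% in these data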;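 further: 0% = DMSO only wells and 100% = carbachol wells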
#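 Test system – HEK293 line with stable expression of human TRPML3-YFP channel · Control set – carbachol 87 µM final as high control (100%), DMSO as low control (0%) · Signal – Fluo-8 calcium dye fluorescence, ex 470-495, em 515-575 nm · Incubation – 1-h 37 °C dye load, 5-s basal, 120-s post-compound reads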
# BaF3 tox – parental Ba/F3 viability inhibition as JAK2V617F counter-screen; AID 1486; 1.1% of 220,000 active; CellTiter-Glo ATP luminescence; inhibition, % at 5.6 µM;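 active means inhibition above a per-campaign cutoff, the mean inhibition of all tested compounds plus 3 SD, cut at about 27% in these data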;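 further: 0% = DMSO wells and 100% = JAK Inhibitor I control wells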
# Wee1 stabilizer – human Wee1 degradation inhibition, primary screen; P30291; HeLa Luc-Wee1K328M stability, luciferase luminescence; 100% = proteasome inhibitor MG132 effect; reporter increase, % at 5 µM; 1.2% of 220,000 active; AID 1321;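 active means activation above the mean of all tested compounds plus 3 SD, set per screening run, cut at about 8.8% in these data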;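 further: cells exposed to compound for 20 h before luminescence read; 0% = DMSO alone and 100% = MG132 at 30 µM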
# Target sequence (P30291 whole entry K328M): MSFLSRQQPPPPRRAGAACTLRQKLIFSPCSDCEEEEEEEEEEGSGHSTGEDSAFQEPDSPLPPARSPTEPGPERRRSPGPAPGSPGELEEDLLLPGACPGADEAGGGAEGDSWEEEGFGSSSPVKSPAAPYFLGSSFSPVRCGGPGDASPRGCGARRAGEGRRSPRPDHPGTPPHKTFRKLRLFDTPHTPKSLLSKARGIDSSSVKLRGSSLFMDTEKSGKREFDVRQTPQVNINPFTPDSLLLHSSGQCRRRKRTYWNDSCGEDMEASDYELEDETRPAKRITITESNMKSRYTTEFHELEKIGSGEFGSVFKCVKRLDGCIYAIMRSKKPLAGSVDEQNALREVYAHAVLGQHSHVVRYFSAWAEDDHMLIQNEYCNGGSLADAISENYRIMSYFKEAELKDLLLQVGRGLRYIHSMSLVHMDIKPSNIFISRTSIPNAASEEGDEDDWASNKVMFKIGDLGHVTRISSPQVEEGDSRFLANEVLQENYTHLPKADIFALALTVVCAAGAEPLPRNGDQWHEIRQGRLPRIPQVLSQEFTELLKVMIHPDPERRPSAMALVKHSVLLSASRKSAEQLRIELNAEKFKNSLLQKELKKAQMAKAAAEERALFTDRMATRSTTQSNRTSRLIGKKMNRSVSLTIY
# Starred values were filed as active, the others as inactive; . = no result given.
SMILES,PPC-1+TRAIL kill,TNF necrop inh,CHOP inhibitor,RBBP9 inh,Ba/F3 V617F tox,zfTRPN1 agonist,TRPML3 ag,BaF3 tox,Wee1 stabilizer
CC(NC(=O)c1ccco1)C1CCCO1 (configuration not stated),8,0.8,-16,-4,-6,0.8,0.7,2,3
CC1=C(C(=O)Nc2ccccc2C)C(c2ccccc2)NC(=O)N1 (configuration not stated),29,0.2,9,5,-1,1.1,0.2,3,-2
C/C(=N\NC(=O)C(N)=O)c1ccc2c(c1)OCCO2,16,-2.2,0,-3,1,-0.6,0.8,6,5
CCC1CCCCN1C(=O)CSc1nc2c([nH]c3ccccc32)c(=O)n1C (configuration not stated),-1,-5.7,19,-6,3,-0.1,0.8,4,0
O=C(CN1CCN(C(c2ccccc2)c2ccccc2)CC1)NC(=O)NCc1ccco1,2,-1.0,31,-8,-3,-1.5,-1.1,3,-2
Cc1nnc(NC(=O)CCCCCN2C(=O)C3C4C=CC(C4)C3C2=O)s1 (configuration not stated),4,0.3,22,2,-1,0.0,0.2,4,4
CCN1CCN(C(=S)NCc2ccc(C)cc2)CC1,-13,2.2,1,3,4,0.0,0.2,12,0
CCOc1ccc(S(=O)(=O)Nc2ccc(S(=O)(=O)Nc3cc(OC)ccc3OC)cc2)cc1,-11,2.0,-2,-9,4,-0.1,0.4,5,2
CC1=NN(C(=O)c2ccc(Cn3nc(C)cc3C)o2)C(O)(C(F)(F)F)C1 (configuration not stated),33,0.1,10,-10,-1,0.3,0.7,4,-1
O=C(OCC(=O)c1ccc(Cl)s1)c1ccc2ccccc2n1,26,0.2,12,-9,4,-0.4,-0.6,7,0
CCCC(c1nnnn1Cc1ccco1)N1CCN(c2ccccc2)CC1 (configuration not stated),7,1.5,-21,1,-1,-0.6,-0.4,2,0
Cc1cc(C)nc(Nc2n[nH]c(C)n2)n1,-5,-0.5,2,-2,2,2.2,1.0,2,-1
CC1(C)C(=O)OC(c2c3ccccc3cc3ccccc23)C(C)(C)C1=O (configuration not stated),-2,0.5,21,0,-2,-0.2,-0.1,2,0
Nc1nc(CN2CCN(Cc3ccc4c(c3)OCO4)CC2)nc(Nc2ccccc2)n1,-9,-2.0,-5,-7,1,0.1,0.5,3,1
CCCN1C(=O)/C(=N\OCC(=O)NC23CC4CC(CC(C4)C2)C3)c2ccccc21,-13,2.9,30,14,0,-0.3,0.5,11,0
CN1CCN(S(=O)(=O)c2ccc(N(C)CC(=O)Nc3ccc(F)cc3)nc2)CC1,.,-4.2,3,-2,1,0.4,0.3,3,-1
Cc1cccnc1NC(=O)c1c(O)c2ccccc2n(C)c1=O,28,-1.1,98*,3,-2,0.7,0.4,2,-1
CC(C)(C)c1ccc(C(=O)Cn2nc(C(=O)O)c3ccccc3c2=O)cc1,14,-2.5,-10,2,3,0.0,-0.4,1,5
CCOC(=O)c1sc(NC(=O)CSc2nc(C)cc(-c3ccccc3)n2)c(C#N)c1C,0,-2.6,-7,3,-5,-1.0,0.1,3,-1
N#CCCN1CCN(C2=NC(=O)/C(=C\c3cccs3)S2)CC1,12,0.3,29,0,1,0.7,0.1,5,5
CCC(NC(=O)C1CCC1)c1ccccc1 (configuration not stated),9,8.2,2,-4,0,0.0,0.2,3,-2
Cc1c(O)c(CN2CCCC2)cc2c1oc(=O)c1ccccc12,-7,3.4,0,2,3,1.0,0.1,11,2
Cc1cccc(N(Cc2nnc3n2CCCCC3)C(=O)Nc2ccccc2)c1,-15,-0.2,34,2,1,1.0,0.4,4,0
CCn1c(SCC(=O)NNC(=O)c2ccco2)nnc1-c1ccco1,4,0.2,-14,-3,-2,0.8,-0.2,5,0
CCOC(=O)C1=C(CN2CCOCC2)NC(=O)NC1c1cccc([N+](=O)[O-])c1 (configuration not stated),10,0.8,10,-8,0,0.0,-0.2,5,-3

# (cont.)
SMILES,PPC-1+TRAIL kill,TNF necrop inh,CHOP inhibitor,RBBP9 inh,Ba/F3 V617F tox,zfTRPN1 agonist,TRPML3 ag,BaF3 tox,Wee1 stabilizer
COc1ccc(-c2cc(=O)n(-c3nc4ccccc4[nH]3)[nH]2)cc1,5,-6.2,-3,3,1,0.5,0.9,2,-1
Cc1ccc(O)c(C(CC(=O)N2CCCC2)c2ccccc2)c1 (configuration not stated),20,0.0,10,-3,-3,-0.4,-0.3,3,4
Fc1cc2nccnc2cc1N1CCSCC1,20,-0.2,23,-7,-1,0.7,-0.2,4,-4
COc1ccccc1C(=O)Oc1ccccc1C(=O)Nc1ccccc1,22,-1.3,31,7,-2,-2.0,0.8,3,3
O=S(=O)(c1ccc(NCC2CCCCC2)nc1)N1CCOCC1,1,-2.0,18,-11,-1,0.2,-1.0,4,-2
COc1ccc(C(=O)NCC(=O)OCC(=O)NCc2cccs2)cc1,8,1.3,24,-6,1,1.2,0.2,2,-3
CSc1nc2c(c(-c3ccc(O)cc3)c1C#N)CCC2,8,-2.4,86*,-12,-4,-1.5,-0.2,2,-1
Cn1c(=O)c2ncn(CC(=O)NCCOc3ccccc3)c2n(C)c1=O,17,0.6,-22,-4,-1,0.1,1.5,2,2
Cc1ccoc1C(=O)N1CCCC(CCC(=O)N2CCN(c3ccccn3)CC2)C1 (configuration not stated),-2,-0.6,-15,-7,2,-0.6,0.7,2,2
COCCCNC(=S)N/N=C/c1ccc2c(c1)OCO2,1,-0.1,-12,-12,-3,-0.9,-0.2,-1,1
O=C(/C=C/c1ccc(Cl)cc1)N(Cc1ccccc1)C1CCS(=O)(=O)C1 (configuration not stated),14,2.7,36,3,5,-0.7,1.4,6,2
Cc1cc(=O)oc2c1c(C)nn2-c1cccc(Cl)c1,4,-0.9,-10,-8,0,0.1,1.0,3,-1
COc1c(Cl)cc(-c2noc(C)c2C(=O)NCCc2ccc(C)cc2)cc1Cl,-25,0.5,32,3,3,0.6,-0.4,8,4
S=C(Nc1ccc2nsnc2c1)N1CCCCCC1,.,1.0,13,-7,1,1.4,0.7,9,0
Cc1ccc(-c2nc(CN3CCCCC3CCN3CCCC3=O)c(C)o2)o1 (configuration not stated),.,-0.2,6,-7,1,1.0,0.7,5,2
S=C(Nc1cccc2ccccc12)N1CCN(c2ncccn2)CC1,1,-4.9,21,0,-1,1.2,0.7,2,0
Cc1ccc(S(=O)(=O)N(CC(=O)NCC2CCCO2)c2cccc([N+](=O)[O-])c2)cc1 (configuration not stated),14,-1.2,31,-7,5,-0.9,0.0,5,-3
COc1ccc(CN(C)c2nc(-c3cccnc3)nc3ccccc23)cc1OC,0,-2.1,28,4,-4,-0.6,0.5,1,-1
CC1(C)C(=O)OC(c2cccn2-c2ccc([N+](=O)[O-])cc2)C2(CCCCC2)C1=O (configuration not stated),5,0.7,22,3,-3,1.6,0.0,2,4
CCCCOC(=O)C1C2C=C[C@]3(CN(CCCOC)C(=O)[C@H]13)O2 (some centres not stated),12,-0.5,-26,6,-4,-0.2,-0.5,5,-1
O=C1N=C(N2CCCC2)S/C1=C\c1ccccc1,2,0.0,-14,-1,-2,-0.1,0.6,4,1
CN(C(=O)COC(=O)c1cnc(Cl)c(Cl)c1)C1CCS(=O)(=O)C1 (configuration not stated),0,-0.9,3,-5,1,1.1,1.3,11,-1
CC1CN(c2nc3c(c(=O)n(Cc4ccc(Cl)c(Cl)c4)c(=O)n3C)n2C)CC(C)O1 (configuration not stated),23,-1.2,29,-9,5,-1.6,0.6,5,-4
S=C(Nc1ccc(Cl)cc1)NC1CCN(Cc2ccccc2)CC1,18,0.0,44,-9,1,7.9,5.1,8,0
Cc1ccc2nc(SCC(=O)Nc3cc([N+](=O)[O-])ccc3F)[nH]c2c1,-3,2.9,63,1,-3,-1.1,-0.3,2,-2

# Structures listed so far containing a nitro group on carbon (4):
SMILES,PPC-1+TRAIL kill,TNF necrop inh,CHOP inhibitor,RBBP9 inh,Ba/F3 V617F tox,zfTRPN1 agonist,TRPML3 ag,BaF3 tox,Wee1 stabilizer
CCOC(=O)C1=C(CN2CCOCC2)NC(=O)NC1c1cccc([N+](=O)[O-])c1 (configuration not stated),10,0.8,10,-8,0,0.0,-0.2,5,-3
Cc1ccc(S(=O)(=O)N(CC(=O)NCC2CCCO2)c2cccc([N+](=O)[O-])c2)cc1 (configuration not stated),14,-1.2,31,-7,5,-0.9,0.0,5,-3
CC1(C)C(=O)OC(c2cccn2-c2ccc([N+](=O)[O-])cc2)C2(CCCCC2)C1=O (configuration not stated),5,0.7,22,3,-3,1.6,0.0,2,4
Cc1ccc2nc(SCC(=O)Nc3cc([N+](=O)[O-])ccc3F)[nH]c2c1,-3,2.9,63,1,-3,-1.1,-0.3,2,-2

# (next part)
SMILES,PPC-1+TRAIL kill,TNF necrop inh,CHOP inhibitor,RBBP9 inh,Ba/F3 V617F tox,zfTRPN1 agonist,TRPML3 ag,BaF3 tox,Wee1 stabilizer
O=S(=O)(Cc1cc(Oc2ccccc2)nc(-c2ccccc2)n1)c1ccccc1,-2,-2.3,.,-2,-1,0.3,0.9,-1,0
COc1ccc(-c2ccc(C#N)c(SCC(=O)NC3CC3)n2)cc1OC,-3,-1.7,0,-4,-2,-1.1,-0.5,-1,-2
CCc1c(C)[nH]c(C(=O)OCc2ccccc2)c1C,6,0.9,79*,5,-2,-2.1,-0.8,5,2
CC(C)N(C(=O)CSc1nnc(Cc2ccc3c(c2)OCO3)n1C)C(C)C,18,-0.9,4,-5,-1,1.7,0.9,3,1
CCn1c(CCNC(=O)c2cccs2)nnc1SCC(=O)Nc1cccc(Cl)c1,.,-0.7,21,-1,0,-0.9,-0.1,5,-1
COc1ccc(NC(=O)CSc2nc3ccccc3n2-c2ccccc2)c([N+](=O)[O-])c1,8,1.3,15,-5,2,1.1,0.6,5,1
CCOC(=O)Cc1csc(NC(=O)CS(=O)(=O)Cc2ccccc2)n1,-22,0.4,20,0,-2,-0.6,0.4,1,-1
Brc1ccc2oc3c(N4CCOCC4)ncnc3c2c1,-5,0.1,60,-11,1,-1.2,0.2,3,6
CCCCn1c(=O)c(CCC(=O)OC(C)C(=O)Nc2cccc(Cl)c2Cl)nc2ccccc21 (configuration not stated),-8,2.6,7,0,-1,1.9,-0.6,3,-3
Cn1cc(S(=O)(=O)N2CCCC(C(=O)O)C2)cn1 (configuration not stated),0,0.0,8,2,-1,0.8,1.4,-1,4
CCC(c1nnnn1Cc1ccccc1)N(Cc1ccco1)Cc1cc2cc(OC)ccc2[nH]c1=O (configuration not stated),19,-6.4,4,-5,1,0.4,0.0,4,1
Cn1c(N)c(C(=O)COC(=O)CCCc2c[nH]c3ccccc23)c(=O)n(C)c1=O,-6,-5.0,28,3,-4,4.9,2.4,3,2
Cc1cc(O)c(C2(C(F)(F)F)NCCNC2=O)cc1C (configuration not stated),15,-1.1,-4,-5,-2,0.1,0.4,3,-1
C/C(CCc1ccc2c(c1)OCO2)=N\NC(=O)c1ccccc1Br,13,1.6,7,-10,5,0.1,0.4,5,-1
